Source: PubChem BioAssay (Broad Institute)
SIRT5 inh – blocks human SIRT5 desuccinylation of peptide | Q9NXA8 | Purified SirT5, succinyl-peptide AMC, trypsin-coupled fluorescence | inhibition, % at 15 µM | 330,000 tested, 1.1% active; in the data active = inhibition above about 15%; inconclusive = no clear call, values can overlap the other calls
Target sequence (Q9NXA8 whole entry, looked up): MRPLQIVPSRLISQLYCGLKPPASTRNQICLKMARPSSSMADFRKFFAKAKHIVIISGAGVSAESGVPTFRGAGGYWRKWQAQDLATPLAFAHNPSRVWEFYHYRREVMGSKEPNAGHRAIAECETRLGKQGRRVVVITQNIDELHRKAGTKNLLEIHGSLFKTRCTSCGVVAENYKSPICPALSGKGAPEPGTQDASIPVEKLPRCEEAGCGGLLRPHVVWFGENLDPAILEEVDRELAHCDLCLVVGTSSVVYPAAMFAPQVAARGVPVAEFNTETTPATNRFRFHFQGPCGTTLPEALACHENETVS
ERp5 inh – ERp5 (human) disulfide isomerase inhibition. Q15084. ERp5 insulin aggregation, absorbance 650 nm, 90 min. inhibition, % at 9.99 µM. 350,000 tested, 0.05% active. AID 651711;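 active = mean replicate inhibition above about 25%, with every replicate also reaching it, limit read from the data, passing the limit was not always enough; inconclusive = only one of those two criteria met; inactive = neither criterion met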
Target sequence (Q15084 whole entry, looked up): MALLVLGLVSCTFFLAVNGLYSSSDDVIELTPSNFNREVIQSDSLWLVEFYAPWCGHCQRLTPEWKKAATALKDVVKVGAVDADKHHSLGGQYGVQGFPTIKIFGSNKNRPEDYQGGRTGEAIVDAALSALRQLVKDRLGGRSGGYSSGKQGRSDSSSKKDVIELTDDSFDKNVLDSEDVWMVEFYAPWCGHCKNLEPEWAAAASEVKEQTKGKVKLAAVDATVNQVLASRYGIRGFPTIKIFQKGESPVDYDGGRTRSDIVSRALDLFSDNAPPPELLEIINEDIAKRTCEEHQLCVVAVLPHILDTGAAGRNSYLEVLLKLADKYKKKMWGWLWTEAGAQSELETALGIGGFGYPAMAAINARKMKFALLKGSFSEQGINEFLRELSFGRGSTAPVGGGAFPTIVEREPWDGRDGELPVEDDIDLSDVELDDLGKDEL
ERAP1 inh – blocks human ERAP1 aminopeptidase activity; Q9NZ08; recombinant ERAP1, Leu-AMC fluorescence, 60 min; 340,000 tested, 0.15% active; inhibition, % at 10.7 µM;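 active = mean replicate inhibition of at least 30%, or all replicates individually reaching that 30% level; inactive = mean below 30% and not every replicate reaching it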;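 also: 0% = neutral control wells and 100% = L-leucinethiol positive control wells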
Casp6 inh – inhibitors of human caspase-6; P55212; purified caspase-6, Z-VEID-R110 cleavage fluorescence; inhibition, % at 12.5 µM; 350,000 tested, 0.53% active;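 active = mean inhibition across replicates at least about 35%, with every replicate also reaching that limit, limit read from the data; inconclusive = only one of the two criteria met; inactive = neither criterion met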;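 also: 0% = median of neutral control wells and 100% = no fluorescence left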
Target sequence (P55212 24-179 limits assumed): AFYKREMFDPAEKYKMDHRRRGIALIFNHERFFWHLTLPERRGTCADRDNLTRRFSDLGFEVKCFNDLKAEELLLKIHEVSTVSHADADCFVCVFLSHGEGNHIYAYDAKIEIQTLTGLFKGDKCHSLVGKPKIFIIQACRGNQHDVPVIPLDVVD
Target sequence (P55212 194-293 limits assumed): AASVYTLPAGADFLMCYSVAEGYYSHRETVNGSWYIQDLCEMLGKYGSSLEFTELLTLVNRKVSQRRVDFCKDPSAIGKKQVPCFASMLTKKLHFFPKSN
DENV2 CPE rescue – DENV2-induced cell death inhibition; DENV2-infected cells, cytopathic effect rescue, plate reader; CPE inhibition, % at 9.99 µM; 350,000 tested, 1.7% active; in the data active = CPE inhibition above about 20%, passing the limit was not always enough; inconclusive = no clear call, values can overlap the other calls; tested in BHK-21 cells;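 also: 0% = median of neutral control wells and 100% = median of positive control wells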
F508del corr – CFTR F508del correction in bronchial cells; activity (quench increase), % at 7.58 µM; 350,000 tested, 0.36% active; CFBE cells, YFP halide quenching; stimulated with forskolin plus potentiator P3; % fluorescence drop versus neutral controls; AID 720511;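 active = mean added fluorescence quench of at least 8% versus neutral control, with both replicates also reaching 8%; inconclusive = only one of the mean or replicate conditions met; inactive = mean below 8% and not both replicates reaching 8%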;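 also: cells transiently co-express mutant CFTR-F508del with the halide-sensitive YFP; corrector assay measuring rescue of mutant channel to the surface after 24 h compound exposure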
miR122 inh – blocks miR-122 activity in Huh7 sensor cells. Huh7 miR-122 Renilla luciferase sensor, 48 h; neutral wells = 0, positive control = 100. activation (reporter increase), % at 12.5 µM. 340,000 tested, 0.3% active. AID 602342;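 active = mean replicate activation score at least 90 and every replicate individually at or above 90; inconclusive = only one of the two criteria met; inactive = neither criterion met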;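 also: higher luciferase means less miR-122 activity so hits act as miR-122 inhibitors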
* = called active by the depositor; ? = inconclusive; . = not tested or not shown; [ ] = dose if it differs, or a comment.

compound	miR122 inh	ERp5 inh	F508del corr	ERAP1 inh	DENV2 CPE rescue	SIRT5 inh	Casp6 inh
O=S1(=O)N=C(Oc2cccc3ccccc23)c2ccccc21	3	3	.	3	.	1	9
O=C(N[C@H]1CC[C@H](CCNS(=O)(=O)c2ccc(F)cc2)O[C@H]1CO)C1CCCC1	-7[16.7 µM]	1	-2.8	0	7	1	2
O=C(NNC(=O)C1C2C=CC(C2)C1C(=O)O)c1cc(Cl)ccc1O (configuration not stated)	-5	1	-2.3	3	10	-9	13
O=C(NCCc1ccc(Cl)cc1)Nc1ccc(F)cc1	-8	0	3.1	-1	-1	-3	-1
O=C(NCCCn1ccnc1)c1ccc(Br)s1	13	0	1.6	1	-5	-3	-10
C[C@@H]1CN([C@@H](C)CO)C(=O)c2cc(NS(=O)(=O)c3ccc(F)cc3)ccc2O[C@@H](C)CCCCO[C@@H]1CN(C)C(=O)Nc1ccc(F)cc1	4[16.7 µM]	.	0.6	.	-12	.	.
COC(=O)c1ccccc1NC(=O)Nc1ccc(C)cn1	.	0	-2.7	-3	3	0	.
O=C(CSC(=S)N1CCCC1)Nc1ncc(Cl)cc1Cl	.	12	0.0	5	6	-4	0
CN1CCN(C(=O)C[C@H]2CC[C@@H]3[C@H](COC[C@@H](O)CN3CC3CC3)O2)CC1	4[16.7 µM]	-5	0.4	-3	-7	0	3
C[C@@H]1CN([C@@H](C)CO)C(=O)c2cccc(NC(=O)C3CC3)c2O[C@H]1CN(C)C(=O)Nc1ccc2c(c1)OCO2	-2[16.7 µM]	-1	2.0	-1	0	3	3
Cc1ccc(COc2ccsc2C(=O)NN)cc1	.	-4	-0.9	7	-15	-5	-2
CS(=O)(=O)N1CCCCN2[C@@H](CO)[C@@H](c3ccc(-c4cccc(C#N)c4)cc3)[C@@H]2C1	1[16.7 µM]	9	-2.5	-3	5	0	2
CC(C)(C)OC(=O)N1CCC(NC(=O)c2nc[nH]c2C(=O)NCc2ccccc2)CC1	-3	2	3.5	.	34*	.	-4
CN(C)C(=O)C[C@H]1CC[C@H]2[C@H](COc3ccc(NC(=O)C4CCCC4)cc3C(=O)N2C)O1	.	11	-0.5	-1	8	1	0
CCCc1cc(=O)[nH]c(SCC(=O)N(Cc2ccccc2)C(C)C)n1	1	5	.	7	.	0	0
O=C(NCc1ccccc1)C(=O)Nc1cccc(C(=O)O)c1	-6	0	-2.5	0	-1	-1	8
Cc1ccc(C#CC(C)(O)C(C)(C)C)cn1 (configuration not stated)	.	0	-0.1	1	3	1	-2
Cc1noc(C)c1C(=O)NC1CCCc2ccccc21 (configuration not stated)	-1	-2	-3.0	-2	-3	3	1
Cc1noc(C)c1NC(=O)N(C)C[C@H]1Oc2cc(C#CCN(C)C)ccc2S(=O)(=O)N([C@H](C)CO)C[C@@H]1C	-2[16.7 µM]	-1	1.0	0	1	0	3
O=C(COC(=O)C1CCC(=O)N1)Nc1cccc([N+](=O)[O-])c1 (configuration not stated)	3	1	-0.3	-1	-5	1	-2
C[C@@H]1CCCCO[C@@H](CN(C)S(=O)(=O)c2ccc(F)cc2)[C@@H](C)CN([C@H](C)CO)C(=O)c2cc(NC(=O)Cc3ccccc3)ccc2O1	2[16.7 µM]	.	0.4	.	2	.	.
Cc1cc(C)c(OCC(=O)Nc2ccc(N3CCOCC3)cc2)c(Br)c1	-1	-1	0.6	0	?	0	-1
CO[C@@H]1CN(C)C(=O)c2cc(NC(=O)c3cccc(F)c3)ccc2OC[C@H](C)N(C)C[C@H]1C	.	0	-1.3	-3	2	1	1
O=C(Nc1ccccc1)c1cc([N+](=O)[O-])ccc1NCc1cccnc1	13	-9	1.8	9	6	1	4
CCCCN(CC)C(=O)Cn1c(=O)sc2ccccc21	1	-2	2.7	-1	1	-3	-2
C[C@@H]1CN([C@H](C)CO)C(=O)c2cc(N(C)C)ccc2O[C@H]1CN(C)C(=O)Nc1ccc(C(F)(F)F)cc1	-1[16.7 µM]	7	-0.1	3	-5	-4	-3
O=C(O)/C=C/c1ccc(-c2cccc(C(F)(F)F)c2)o1	4	0	-4.2	0	2	0	21
O=C(Nc1ccc(Cl)cc1)N1C[C@@H]2[C@H](c3ccccc31)[C@@H](CO)N2CC1CCCCC1	19[16.7 µM]	1	0.3	-3	0	1	0
COc1ccc2[nH]c(CN3CCN(CC(C)C)C(CCO)C3)c(C)c2c1 (configuration not stated)	.	-2	1.6	7	5	2	-3
CCCS(=O)(=O)NC(=O)C1(C)CCCN(C(=O)c2c(F)ccc(C)c2F)C1 (configuration not stated)	6	-1	3.1	12	16	.	-2

Record cards, as listed above. Values in the order: miR122 inh, ERp5 inh, F508del corr, ERAP1 inh, DENV2 CPE rescue, SIRT5 inh, Casp6 inh
O=C(O)/C=C/c1ccc(-c2cccc(C(F)(F)F)c2)o1 as listed: 4, 0, -4.2, 0, 2, 0, 21
COc1ccc2[nH]c(CN3CCN(CC(C)C)C(CCO)C3)c(C)c2c1 (configuration not stated) as listed: ., -2, 1.6, 7, 5, 2, -3

(continued)
compound	miR122 inh	ERp5 inh	F508del corr	ERAP1 inh	DENV2 CPE rescue	SIRT5 inh	Casp6 inh
O=C(Nc1ccc(S(=O)(=O)Nc2ccccn2)cc1)c1cccc(Br)c1	35	8	1.0	1	0	2	-6
COC(=O)CCN1CCN(S(=O)(=O)c2cccc(Br)c2)CC1	-12	0	-1.5	0	-4	0	5
COc1ccc(OC)c(-c2csc(NC(=O)Cn3[nH]c(=O)c4ccccc4c3=O)n2)c1	.	4	-2.1	-2	-2	-1	-4
O=S(=O)(c1ccc(Br)s1)N1CCN(CCc2ccccc2)CC1	7	4	-2.1	3	3	6	1
COc1ccc(/C=N/NC(=O)c2ccccc2O)cc1CN1CCOCC1	2	0	-2.2	.	?	2	42*
O=C(NC1CCCCC1)c1cc(-c2cccs2)on1	-8	0	-2.5	0	-4	-1	1
CCn1c(NCc2cc(OC)c(OC)c(OC)c2)nc2ccccc21	4	4	0.2	0	0	.	-1
COc1ccc(NC(=O)CN(C)C(=O)CC2CCCCC2)cc1	-5	10	-1.2	1	-4	-11	0
CCOC(=O)C1=C(C)N(C)C(=S)NC1c1c(OCC)ccc2ccccc12 (configuration not stated)	.	7	4.9	-3	-7	1	.
Cc1cccc(C)c1NC(=O)CNC(=O)CCC(=O)c1cccs1	9	-2	0.7	1	-3	11	2
C[C@H]1CN([C@@H](C)CO)C(=O)c2cc(NC(=O)CCCCCC(=O)Nc3ccccc3N)ccc2O[C@H]1CN(C)C(=O)Nc1ccccc1	.	-8	-2.1	2	-3	.	0
O=C(COC(=O)c1ccc(O)cc1)NCC1CCCO1 (configuration not stated)	.	4	2.0	-1	6	-1	2
C[C@@H]1CN([C@@H](C)CO)C(=O)c2cccc(NC(=O)NC3CCCCC3)c2O[C@H]1CN(C)Cc1ccncc1	10[16.7 µM]	3	-1.3	7	-5	-1	-2
C[C@@H]1CN([C@@H](C)CO)C(=O)Cc2cc(NC(=O)Nc3ccc(C(F)(F)F)cc3)ccc2O[C@@H]1CN(C)C(=O)Nc1ccccc1	81[16.7 µM]	18	0.9	-1	-19	.	-1
C[C@@H]1CN([C@@H](C)CO)C(=O)Cc2cc(NS(=O)(=O)c3cccs3)ccc2O[C@@H]1CN(C)Cc1ccncc1	-2[16.7 µM]	.	-0.7	.	-5	.	.
Cc1c(NC(=O)C(C)OC(=O)c2c3c(nc4ccccc24)CCC(C)C3)c(=O)n(-c2ccccc2)n1C (configuration not stated)	-25	9	-1.4	0	0	-2	0
CCC(=O)Nc1ccc2c(c1)OC[C@H](C)N(C(=O)COC)C[C@@H](C)[C@H](OC)CN(C)C2=O	.	-8	0.4	-5	4	0	0
CCNC(=S)N1C2CCC1CC(NC(=O)NC1CCCCC1)C2 (configuration not stated)	0	1	-1.1	10	2	0	-1
O=S(=O)(NC1CCN(Cc2ccc(OCCO)cc2)CC1)c1cc(C(F)(F)F)ccc1Cl	.	1	2.3	-3	29*	.	-40
CCOC(=O)[C@]12CCC=C1N(Cc1ccccc1)C(=O)[C@H](CC(=O)NCC13CC4CC(CC(C4)C1)C3)C2	.	-4	-1.1	.	-1	-2	-1
Cc1noc(NS(=O)(=O)c2ccc(NC(=O)C34CC5CC(C3)CC(n3cnc(Br)n3)(C5)C4)cc2)c1C	-1	-3	.	-5	.	-2	2
OCCN1CCN(c2ncnc3c2ncn3[C@H]2CN(Cc3ccc(F)cc3)C[C@@H](CO)O2)CC1	-2	7	-4.8	2	-3	.	-1
COc1ccc(NC(=O)N2C[C@@H]3[C@H](c4ccccc42)[C@@H](CO)N3C(=O)C2CCCC2)cc1	0[16.7 µM]	2	2.4	2	-15	0	1
CCC1=NN2C(=N)/C(=C\c3ccc(OCCOc4ccccc4)c(OC)c3)C(=O)N=C2S1	.	3	1.0	-1	?	-2	-3
O=C(/C=C/c1ccco1)Nc1ccc(CN2CCOCC2)cc1	4	-4	2.6	.	3	-3	-3
Cc1ccccc1N1CCN(C2CCCN(C(=O)CCC3(C)CC3)C2)CC1 (configuration not stated)	4	5	1.0	-3	2	0	3
COc1cccc(S(=O)(=O)N[C@H]2CC[C@H](CCN)O[C@H]2CO)c1	.	-5	1.7	8	2	0	-2
O=C(C1CC1)N1CCCCN2[C@H](CO)[C@@H](c3ccc(C#CC4CCCC4)cc3)[C@H]2C1	-2[16.7 µM]	6	1.2	1	17	1	2
CCCC(=O)Nc1ccc2c(c1)OC[C@H](C)N(C(=O)C1CCCC1)C[C@@H](C)[C@H](OC)CN(C)C2=O	-10[16.7 µM]	5	-0.7	0	-9	1	0
CO[C@@H]1CN(C)C(=O)c2cc(NC(=O)Nc3cccc(F)c3)ccc2OC[C@@H](C)NC[C@@H]1C	4[16.7 µM]	-2	1.7	3	6	-7	.
CCC1Oc2ccccc2N(CC(=O)NCC2CCCO2)C1=O (configuration not stated)	-1	6	-1.4	-2	4	0	0
Cc1nnc(NC(=O)c2ccccc2F)s1	1	-2	0.3	-2	-4	2	0
Cc1nc(C(=O)Nc2cc(F)cc(Cl)c2)sc1C1(C)CC(c2ccccc2)=NO1 (configuration not stated)	.	-2	-0.8	-3	-2	-3	0
S=c1nc(-c2csc3c2CCCC3)[nH][nH]1	.	9	-1.8	7	1	-5	1
CC(=O)N1CC(=O)N2[C@H](CO)[C@@H](c3ccc(-c4ccc(C)cc4)cc3)[C@@H]2C1	.	0	0.1	1	-1	2	1
N#C[C@H]1[C@H](c2ccccc2C2=CCCCC2)[C@H](CO)N1S(=O)(=O)c1cccc(F)c1	.	-1	1.4	1	1	-1	-3
O=c1[nH]c(=S)[nH]c2c1C(c1ccc(F)cc1)OC(CCOCc1ccccc1)C2 (configuration not stated)	-2	8	-1.3	0	-1	-2	2
COc1ccc(NC(=O)C2CCCN(c3nccc(C)n3)C2)cc1 (configuration not stated)	.	-1	-1.7	-1	0	-1	0
O=C(OCC(=O)c1ccccc1)C1=NN(c2ccccc2)C(=O)CC1	-7	-14	0.6	-4	15	-1	-1
C[C@H](CO)N1C[C@H](C)[C@@H](CN(C)Cc2cccc(C(=O)O)c2)Oc2cc(C#CCC3CCCC3)ccc2S1(=O)=O	17[16.7 µM]	-1	1.1	.	3	16*	.
O=[N+]([O-])c1cccc(/C=N/NC2=NS(=O)(=O)c3ccccc32)c1	-5	-5	-2.0	1	-4	-4	1
CCN(Cc1ccccc1)C(=O)c1cc(S(=O)(=O)N2CCOCC2)cn1C	-3	2	2.9	6	?	-2	-2
Cn1ccnc1SCC(=O)Nc1cccc(S(=O)(=O)N2CCCCC2)c1	.	2	-1.5	3	.	-4	-4
Cc1ccc(S(=O)(=O)NNC(=O)CCC(=O)Nc2ccccc2Cl)cc1	.	6	2.1	0	2	0	-1
Cc1ccccc1NC(=O)Cc1nc(COC(=O)/C=C/c2ccc(F)cc2)cs1	2	3	-0.3	-1	-10	.	-1
O=C(N/N=C/c1ccc([N+](=O)[O-])o1)c1cc(-c2ccc(-c3ccccc3)cc2)nc2ccccc12	.	-2	7.5	0	-3	-2	3
